Assay outcomes (PubChem BioAssay)
Glioma ERSR ind – qHTS for Inducers of the Endoplasmic Reticulum Stress Response (ERSR) in Human Glioma: qHTS; 420,000 tested, 0.02% active; AID 602332, 2012; Potency, µM, inactives show at the top dose activation, usual class: activators; U87-MG GRP78 promoter luciferase reporter, 16 h; further: potency means the concentration at half of the fitted maximal effect; series mostly up to about 76 µM; % of control where 0% means no effect; nearly all actives have a fitted effect of over 35% in size
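Stably transfected U87-MG glioma cells carrying a GRP78-based luciferase sensor; 16 h compound incubation. Luminescence end-point read 10 min after Bright-Glo addition at room temperature.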
Vif-A3G inh – qHTS for Inhibitors of Vif-A3G Interactions: qHTS; 410,000 tested, 0.076% active; Potency, µM (titrated, usually from 46.1 µM), without a hit: top-dose activity, negative = active, most hits filed as inhibitors; HeLa A3G-eYFP + Vif (tagged APOBEC3G with the HIV-1 protein that degrades it), YFP fluorescence, overnight;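 further: potency means the concentration at half of the fitted maximal effect; on the % scale 0 is the no-effect control and ±100 the full control effect; nearly all actives have a fitted effect of over 60% in size; hits raise eYFP signal because A3G escapes Vif-driven loss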
Target sequence (Q9HC16 whole entry, looked up): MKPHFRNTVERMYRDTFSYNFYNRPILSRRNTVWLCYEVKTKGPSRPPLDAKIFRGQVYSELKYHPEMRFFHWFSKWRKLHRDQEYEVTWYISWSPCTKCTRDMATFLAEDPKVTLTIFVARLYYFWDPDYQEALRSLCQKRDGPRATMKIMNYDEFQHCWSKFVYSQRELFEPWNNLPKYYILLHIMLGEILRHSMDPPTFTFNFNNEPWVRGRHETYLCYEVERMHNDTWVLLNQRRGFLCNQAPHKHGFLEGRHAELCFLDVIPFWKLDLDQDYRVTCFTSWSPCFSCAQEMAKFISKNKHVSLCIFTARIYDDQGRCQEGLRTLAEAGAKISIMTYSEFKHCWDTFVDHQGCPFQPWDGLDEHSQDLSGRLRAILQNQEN
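Read-out is eYFP fluorescence (Ex 488/Em 500-530) from Vif-expressing HeLa A3G-eYFP cells; more signal means A3G escaped Vif-mediated degradation. Cells plated overnight, compound pinned in, incubated overnight at 37 deg C.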
Vif-A3F inh – qHTS for Inhibitors of Vif-A3F Interactions: qHTS. 390,000 tested, 0.2% active. Potency, µM (titrated, usually from 46.1 µM), without a hit: at the top dose activity, negative = active. AID 602313, 2012. HeLa A3F-eYFP + Vif (tagged APOBEC3F with the HIV-1 protein that degrades it), YFP fluorescence increase; further: potency means the concentration at half of the fitted maximal effect; % of control where 0% means no effect; nearly all actives have a fitted effect of over 65% in size
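HeLa cells stably expressing A3F-eYFP plus Vif, plated and incubated overnight at 37 deg C, then exposed to compounds overnight at 37 deg C. Blocked degradation read as raised yellow fluorescence (Ex 488/Em 500-530).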
D1 ag – Allosteric Agonists of the Human D1 Dopamine Receptor: qHTS; AID 504660, 2011; HEK293 T-REx D1 cells, calcium flux, agonist mode; 360,000 tested, 1% active; D(1A) dopamine receptor (Homo sapiens), P21728; activation, % at 2 µM; in the data active means activation above about 30%; further: 0% is about no effect
Target sequence (P21728 whole entry, looked up): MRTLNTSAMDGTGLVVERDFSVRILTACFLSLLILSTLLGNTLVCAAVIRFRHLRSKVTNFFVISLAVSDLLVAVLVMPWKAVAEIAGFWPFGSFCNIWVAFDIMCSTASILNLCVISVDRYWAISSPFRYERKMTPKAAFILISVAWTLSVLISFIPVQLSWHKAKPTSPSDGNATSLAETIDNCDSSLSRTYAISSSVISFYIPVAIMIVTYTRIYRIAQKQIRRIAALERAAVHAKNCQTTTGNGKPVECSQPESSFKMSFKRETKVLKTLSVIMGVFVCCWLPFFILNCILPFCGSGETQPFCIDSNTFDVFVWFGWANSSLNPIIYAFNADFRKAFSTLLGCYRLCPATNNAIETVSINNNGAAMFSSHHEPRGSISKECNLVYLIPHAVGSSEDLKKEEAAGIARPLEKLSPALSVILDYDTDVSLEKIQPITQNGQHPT
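Inducible HEK293 T-REx D1 cells, force-coupled to calcium signalling, were plated at 4000 cells/well with tetracycline and held overnight at 30 C. After no-wash calcium dye loading, compound-evoked calcium rise over 180 s flagged agonists.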
D1 potentiator – Potentiators of Human D1 Dopamine Receptor: qHTS; HEK293 TREx D1 cells, calcium flux, dopamine EC20 potentiation; potentiation, % at 10 µM; 360,000 tested, 0.036% active; in the data active means potentiation above about 30%; further: 0% is about no effect
RXFP1 antagonist – qHTS Assay for Antagonists of the Relaxin Receptor RXFP1 | HEK293-RXFP1, relaxin-stimulated cAMP HTRF, 30 min; hits give low values | activity change, negative = inhibition, % at 57.5 µM | 350,000 tested, 0.59% active;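 active means activity change of -60% or lower, but not beyond a set lower limit; inconclusive means change between -60% and -40%, or beyond the set limit; inactive means change above -40%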; further: on the % scale 0 is the no-effect control and ±100 the full control effect
D2 potentiator – HTS Assay for Positive Allosteric Modulators of the Human D2 Dopamine Receptor: Primary Screen for Potentiators | potentiation, % at 10 µM | 340,000 tested, 0.34% active | D(2) dopamine receptor (Homo sapiens), P14416 | HEK293 T-REx D2, calcium flux, EC20 dopamine potentiation;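 active means potentiation over 3 SD above the plate norm, cut at about 30% in these data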; further: 0% is about no effect
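Tetracycline-induced Hek293 Trex D2 cells, force-coupled to calcium, loaded with no-wash calcium dye. Compound added with 180 s kinetic read for agonism, then EC20 dopamine and a further 180 s read for potentiation.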
D1 antag – Antagonist of Human D 1 Dopamine Receptor: qHTS; 360,000 tested, 3.2% active; activity change, negative = inhibition, % at 10 µM; HEK293 TREx D1 cells, calcium flux, dopamine EC80; hits give low values; in the data active means activity change below about -30%; further: on the % scale 0 is the no-effect control and ±100 the full control effect
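Cells carrying a force-coupled, tetracycline-inducible human D1 receptor report calcium flux. Each well gets a 10 s baseline, compound with 180 s monitoring, then an EC80 dopamine stimulus with a second 180 s kinetic read.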
RXFP1 ag – qHTS Assay for Agonists of the Relaxin Receptor RXFP1; Relaxin receptor 1 (Homo sapiens), Q9HBX9; AID 2676, 2010; HEK293T-RXFP1 cAMP TR-FRET, 30 min; response scale: percent of porcine relaxin response, buffer zero; Potency, µM (doses to about 57.5 µM), without a hit: at the highest dose activation, hits mostly activators; 370,000 tested, 0.3% active; further: potency means the concentration at half of the fitted maximal effect; on the % scale 0 is the no-effect control and ±100 the full control effect; nearly all actives have a fitted effect of over 60% in size; many of its hits are not listed in these tables
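cAMP rise read by TR-FRET after 30 min, 37C compound exposure (up to 58 uM) in RXFP1-transfected HEK293 cells with Ro 20174 present. EC50 from Hill-equation fits, with 29 nM porcine relaxin as 100% and buffer as basal.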
Active calls of the source: *; ? = inconclusive; / = not tested or not shown; & = joins results of further samples; ! = not active in a repeat. Unless noted, the call rests on the fitted dose curve; in most records, active means well fitted curve in the direction sought with a large enough effect; inconclusive means small, poorly fitted or top-dose-only effect, or another doubt; inactive means no such curve, though single readings can be large; an effect the other way counts as inactive or inconclusive. An excerpt, so the mix of outcomes need not match the whole.

SMILES	Glioma ERSR ind	Vif-A3G inh	Vif-A3F inh	D1 ag	D1 potentiator	RXFP1 antagonist	D2 potentiator	D1 antag	RXFP1 ag
CC(C)(C)c1ccc(C(=O)C2CCCN(Cc3ccon3)C2)cc1 (centres undefined)	2%	5%	2%	5	-7	3	-3	-9	0.3%
CN1CC(C(=O)c2ccc(F)cc2)C(c2c(F)cccc2Cl)C1 (centres undefined)	-7%	0%	0%	2	-11	3	-12	-1	-0.4%
CCN(CC)CCN=Cc1c(O)n(CCc2ccccc2)c(=O)[nH]c1=O	-5%	-9%	-17%	/	/	6	/	/	0.5%
O=C/C=C/c1ccccc1	-3%&0%	-4%	4%	/	/	4	/	/	/
C[N+]1(CC(COCc2ccccc2)OC(=O)Cc2ccccc2)CCOCC1 (centres undefined)	-3%	1%	-10%	1	0	10	-6	6	2.2%
C=CCOc1c(Cl)cc(CNc2ccc3[nH]c(=O)[nH]c3c2)cc1OC	-9%	?	-3%	-1	-2	-9	6	9	0.6%
Cn1c(O)c(/C=N/N2CCOCC2)c(=O)[nH]c1=S	-4%	-1%	2%	6	1	-5	4	-19	0.1%
CCC(C(=O)N1CCC2(CC1)OCCO2)c1ccccc1 (centres undefined)	1%	-8%	-1%	1	0	-18	/	-9	-2.2%
COC(=O)C1=C(c2ccc(OC)c(OC)c2)C[C@@H]2CC[C@H]1N2C(=O)NC1CCCCC1	-3%	4%	-2%	-3	-4	/	-3	/	0.7%
CN(C)C(=O)Oc1ccc(-c2cn3cc(C(F)(F)F)ccc3n2)cc1	-2%	2%	-13%	1	-3	6	-16	-7	2.8%
COc1ccccc1-n1c(O)c(C=Nc2c(C)n(C)n(-c3ccccc3)c2=O)c(=O)[nH]c1=O	-4%	-1%	-13%	1	-5	-11	3	-14	1.0%
CNC(=O)c1cccn(Cc2cccc(C(F)(F)F)c2)c1=O	-6%	0%	-42%	2	-4	-3	14	-32*	1.5%
COC(=O)C1=C(c2ccc(C(C)=O)cc2)C[C@@H]2CC[C@H]1N2C	-2%	3%	0%	1	2	/	-6	7	1.1%
O=c1oc2ccccc2c(O)c1C(c1ccc([N+](=O)[O-])cc1)c1c(O)c2ccccc2oc1=O	11%	-15%	3%	2	-7	-5	4	4	4.1%
O=C(Nc1ccccc1Cl)OC1CN2CCC1CC2 (centres undefined)	2%	1%	-3%	14	-6	-15	-3	-38*	0.1%
COc1ccc(C(=O)OC2C[C@H]3CC[C@@H](C2)N3O)cc1OC (some centres undefined)	-1%	1%	-3%	0	-4	6	7	2	0.0%
CCc1nccc2c1[nH]c1ccccc12	-4%	3%	1%	7	6	/	-5	6	-0.3%
CC(=NC1CCN(Cc2ccccc2)CC1)c1c(O)n(C)c(=O)n(C)c1=O	-3%	-1%	1%	2	-6	2	10	0	1.9%
O=C(Nc1ccc(Cl)c(Cl)c1)c1ccco1	4%	-6%	-2%	1	-4	2	3	-20	0.0%
O=C1NC(=O)C(CCc2ccncc2)(c2ccccc2)C(=O)N1	-1%	-8%	/	0	1	-3	-3	-8	-1.1%
COc1ccc(CC2C(=O)NC(=O)NC2=O)c(OC)c1	-2%	1%	-1%	1	4	-8	-1	5	-1.3%
Cc1cccn2c(=O)c3c(nc12)N1CCCCCC1C1(C3)C(=O)N(C)C(=O)N(C)C1=O (centres undefined)	-3%	3%	4%	3	1	-9	-5	7	-0.7%
Cc1cccc(N2CCc3c2nc2ccccc2c3N)c1	2%&-5%	2%&6%	-6%&-3%	6&5	-9&0	0	1&4	-32*!	1.4%&2.7%
Cc1cc(C)c(C2=NOC(O)(C(F)(F)F)C2)c(=O)[nH]1 (centres undefined)	1%	0%	-8%	1	1	-4	3	-4	2.3%
CCCC12CN3CCN(CC(C3)/C1=N\NC(=O)c1ccncc1)C2	-1%	0%	-26%	-1	-4	-14	11	-2	0.2%
SMILES	Glioma ERSR ind	Vif-A3G inh	Vif-A3F inh	D1 ag	D1 potentiator	RXFP1 antagonist	D2 potentiator	D1 antag	RXFP1 ag
O=C1Nc2ccccc2Oc2ccccc21	-1%	-7%	-1%	/	/	-8	/	/	/
COc1cc2c(cc1OC)C(C(=O)NCCC(C)C)C1CCCCN1C2=O (centres undefined)	2%	2%	-11%	5	1	-1	18	-1	-1.2%
Cc1c(Oc2cc(NN3CCCCC3)c([N+](=O)[O-])cc2[N+](=O)[O-])cccc1[N+](=O)[O-]	-4%	3%	-11%	0	-2	/	/	7	0.1%
CN(Cc1ccccc1)C(=O)CN1CCCC1=O	1%	0%	-4%	1	-4	12	/	-17	0.2%
N[C@@H](Cc1ccc(N(CCCl)CCCl)cc1)C(=O)O	-2%&-7%	1%	3%	0	-5	-3	3	8	1.0%
COC(=O)C1=C(c2ccc(F)cc2F)C[C@@H]2CC[C@H]1N2C(=O)NCCCOC(C)C	-2%	3%	0%	-1	0	/	0	/	0.6%
O=C(Cc1ccccc1)N1CCN(Cc2ccc([N+](=O)[O-])cc2)CC1	-3%	2%	-6%	1	0	-7	-2	-14	0.1%
O=C(CNC(=O)c1cccc(Cl)c1)Nc1ccc(Br)cc1C(=O)c1ccccc1	-3%	-3%	-3%	4	8	-5	-11	5	2.9%
FC(F)(F)c1ccc(NC2=NCCCS2)cc1	13%	0%	-9%	6	-5	1	3	-15	6.1%
COC(=O)C1=CCCN(C)C1	-1%&-1%&-3%&-2%&-3%	0%	5%	6	-5	-4	-12	23	-0.5%
Nc1cc(C(=O)Nc2ccc(Cl)cc2)ccc1N1CC2CC(C1)c1cccc(=O)n1C2 (centres undefined)	-6%	0%	-2%	3	-2	18	-2	-6	?
O=C(Cn1cnc2ccccc2c1=O)NCCC(=O)N1CCC2(CC1)OCCO2	-3%	-4%	-14%	3	2	7	6	8	1.7%
COC(=O)C1=C(c2ccc(OC(F)(F)F)cc2)C[C@@H]2CC[C@H]1N2C(=O)NCc1ccc(F)cc1	-2%	1%	4%	4	-4	/	9	/	0.0%
O=c1[nH]c(N2CCN(Cc3ccc4c(c3)OCO4)CC2)nc2c1CCC2	-2%	2%	0%	3	-5	-11	9	11	-0.2%
N=Cc1c(O)n(-c2ccc(C34CC5CC(CC(C5)C3)C4)cc2)c(=O)[nH]c1=O	-4%	-11%	?	6	-3	-33	-1	24	1.4%
Cc1cccc(N2C(=O)NC(=O)/C(=C\c3cnn(-c4ccccc4)c3)C2=O)c1	-4%	-21%	-19%	1	-2	-97*	7	-8	-0.6%
CN1CCN(c2ccc([N+](=O)[O-])c(SCCO)c2)CC1	-4%	0%	-9%	1	0	-4	18	-1	-3.4%
C=C1C(O)(c2ccccc2)C2CC[N+]1(C)CC2 (centres undefined)	-3%	1%	-4%	4	2	-4	-6	-6	0.9%
CCCCCCn1c(=O)c(C(=O)Nc2cnccn2)c(O)c2ccccc21	-5%	2%	2%	2	0	-11	8	15	4.3%
c1ccc2c3c(ccc2c1)OCC1CONC31 (centres undefined)	-1%	-2%	-6%	0	-2	-9	/	26	3.2%
CCN1C[C@]2(C)CC[C@H](OC)[C@]34C2[C@H](OC(C)=O)[C@@]2(OCO[C@@]25C[C@H](OC)[C@H]2C[C@]3(O)C5[C@H]2OC)[C@@H]14	0%	-6%	-9%	0	-7	4	5	-10	0.0%
Cc1c(CC(=O)N2C[C@H]3C[C@@H](C2)c2cccc(=O)n2C3)c(=O)oc2c(C)c(O)ccc12	-1%	0%	-5%	1	1	17	17	4	14%
Cc1cc(Cl)ccc1OC(C)C(=O)O (centres undefined)	0%	-1%	-1%	-1	-1	/	-10	16	1.8%
O=c1c2ccccc2nc(/C=C/c2ccccc2O)n1-c1ccccc1O	/	/	/	31*	-6	/	0	-22	0.8%
CN1C(=O)C(C2CCCCC2)C(=O)N(C)C1=O	-7%	-2%	12%	/	/	-4	/	/	/
SMILES	Glioma ERSR ind	Vif-A3G inh	Vif-A3F inh	D1 ag	D1 potentiator	RXFP1 antagonist	D2 potentiator	D1 antag	RXFP1 ag
CCOc1cc2[nH]c(=S)n(CCCC(=O)N3CCC4(CC3)OCCO4)c(=O)c2cc1OCC	-6%	0%	-1%	-3	-2	3	-2	-1	-0.2%
CC1(C)CC(=O)c2cc(OCC(=O)N3CCN(Cc4ccccc4)CC3)ccc2O1	-2%	2%	10%	2	-9	-13	0	11	3.7%
CCN(CC)c1ccc(N=Cc2c(O)n(-c3ccc(OC)cc3)c(=O)[nH]c2=O)cc1	-6%	-16%	?	25	3	2	13	-17	-0.7%
Cc1cccc(-n2c(C)nc3cc(C(=O)N4CCC5(CC4)OCCO5)ccc32)c1	0%	?	-11%	4	-8	2	-3	4	-0.2%
CCN(CC)P(=O)(NC(=O)c1cccn1C)N(CC)CC	-2%	3%	4%	1	4	-17	-28	-3	0.0%
COc1ccc2c(c1)c(C(=O)CN1CCN(C)CC1)c(C)n2Cc1ccccc1	-4%	2%	-8%	1	1	2	/	-6	-0.4%
CC(c1ccccc1)[n+]1ccccc1 (centres undefined)	2%	-2%	-6%	2	-2	/	3	0	-1.5%
CCOc1ccc(N=Cc2c(O)n(C(C)(C)C)c(=O)[nH]c2=O)cc1	-4%	1%	-1%	1	-5	9	5	-10	0.8%

Exported as comma-separated lines: entries from further up
SMILES,Glioma ERSR ind,Vif-A3G inh,Vif-A3F inh,D1 ag,D1 potentiator,RXFP1 antagonist,D2 potentiator,D1 antag,RXFP1 ag
CCN(CC)P(=O)(NC(=O)c1cccn1C)N(CC)CC,-2%,3%,4%,1,4,-17,-28,-3,0.0%
CCN(CC)c1ccc(N=Cc2c(O)n(-c3ccc(OC)cc3)c(=O)[nH]c2=O)cc1,-6%,-16%,?,25,3,2,13,-17,-0.7%
Cc1cccc(-n2c(C)nc3cc(C(=O)N4CCC5(CC4)OCCO5)ccc32)c1,0%,?,-11%,4,-8,2,-3,4,-0.2%
CCOc1cc2[nH]c(=S)n(CCCC(=O)N3CCC4(CC3)OCCO4)c(=O)c2cc1OCC,-6%,0%,-1%,-3,-2,3,-2,-1,-0.2%
